# Bioassay records: PubChem BioAssay, National Center for Advancing Translational Sciences (NCATS)
# DT40 TDP1 no CPT: qHTS for Inhibitors of human tyrosyl-DNA phosphodiesterase 1 (TDP1): qHTS in cells in absence of CPT. AID 686978, 2013. Potency, µM (doses to about 46.2 µM), for inactives: at the highest dose activity change, negative = growth inhibition, most hits filed as inhibitors. 15% of 420,000 active. DT40 Tdp1-/- hTDP1 cells, no CPT, ATP luminescence, 48 h; active = well fitted inhibition curve with a large enough effect; inconclusive = small, poorly fitted or top-dose-only effect; also: nearly all actives have a fitted effect of over 55% in size
#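 Camptothecin absent (DMSO only). Human TDP1-complemented DT40 knockout cells, 400 cells/well, 37 °C for minimum 48 hr; ATP measured via CellTiter-Glo, 30 min dark incubation, luminescence.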
# Numbers without * were called inactive; ? = inconclusive. % is scaled to controls: 0 for no effect and ±100 for the full control effect; potency is read from the fitted curve at half-maximal effect.
# Sample of the layout (five entries):
SMILES	DT40 TDP1 no CPT
Cc1cc(C)cc(CC(=O)N2CCC2(C)C(=O)NS(=O)(=O)c2cccc(OC(F)F)c2)c1 (configuration not stated)	-8%
Cc1ccc(S(=O)(=O)N2CCC(C(=O)N3CCCCCCC3)CC2)cc1C	?
Cc1ccc(NC(=O)C2(C)CCCN2C)cc1C (configuration not stated)	-2%
O=C1NC[C@H](CCCCN2CCN(Cc3ccccc3)C(=O)C2=O)N(CCC2CCCCC2)C1=O	-20%
CCN1CCC(CN2CCNC2=S)CC1	-20%

# Main list, from the first entry:
SMILES	DT40 TDP1 no CPT
Cc1cc(C)cc(CC(=O)N2CCC2(C)C(=O)NS(=O)(=O)c2cccc(OC(F)F)c2)c1 (configuration not stated)	-8%
Cc1ccc(S(=O)(=O)N2CCC(C(=O)N3CCCCCCC3)CC2)cc1C	?
Cc1ccc(NC(=O)C2(C)CCCN2C)cc1C (configuration not stated)	-2%
O=C1NC[C@H](CCCCN2CCN(Cc3ccccc3)C(=O)C2=O)N(CCC2CCCCC2)C1=O	-20%
CCN1CCC(CN2CCNC2=S)CC1	-20%
COc1cccc(/C=C2/CCC(CN(C)C)C2=O)c1 (configuration not stated)	2.3µM*
c1ccc(COC2COC3C(OCc4ccccc4)COC23)cc1 (configuration not stated)	-3%
CN(C)/C=C(\C(=O)c1ccc(Cl)cc1)c1nnnn1-c1ccc(Cl)cc1	5%
CCCN(CC(=O)Nc1ccccc1OC)CC(=O)c1c(N)n(Cc2ccccc2)c(=O)n(C)c1=O	?
C#CC(c1ccccc1)(c1ccccc1)n1ccnc1	23µM*

# Next part.
SMILES	DT40 TDP1 no CPT
Cc1cc(Br)cn2c(Cc3ccsc3)c(C3CCCCC3)nc12	?
COc1cccc(-c2cnc3c(NC(C)=O)cc(-c4cc(OC)c(OC)c(OC)c4)cn23)c1	?
Cc1cccc(-c2ccc3[nH]c4c(c3c2)CCN2C[C@H]3[C@H](C)ON(C)[C@H]3C[C@@H]42)c1	15µM*
Cc1cc(=O)[nH]c(N2CCCCC2)n1	-2%
Cc1nc(NCc2c(F)cccc2F)sc1-c1ccn(CCN2CCOCC2)n1	-8%
O=C(Nc1nnc(-c2ccccc2)s1)C1CCCN(C(=O)c2ccoc2)C1 (configuration not stated)	-25%
CN(C)CCCOc1ccc(-c2cccc3nncn23)cn1	-3%
C#Cc1cccc(Nc2nc(NCc3ccccc3OC)nc3ccsc23)c1	9.2µM*
Cc1ccccc1C(=O)Nc1c(C(=O)N2CCN(C)CC2)cnn1-c1ccccc1	4%
CC1(C(=O)NS(=O)(=O)c2ccc(Br)cc2)CCN1C(=O)CCc1ccccc1 (configuration not stated)	-2%

# Remaining list, next part
SMILES	DT40 TDP1 no CPT
CCN1C[C@@H]2[C@@H]3C(=O)N(Cc4ccccc4)C(=O)[C@@H]3[C@](CC)(C1=O)N2C(=O)c1ccc(Cl)c(Cl)c1	26µM*
COc1ccccc1C1CN(CC(=O)N2CCC(C(O)c3ccccn3)CC2)Cc2ccccc2O1 (configuration not stated)	?
COc1ccc(-c2cccc3c2OC(CNC(=O)c2ccccc2-n2cccn2)C3)nn1 (configuration not stated)	?
COc1ccc(NC(=O)CN(C)C(=O)c2ccc(C)c(S(=O)(=O)N3CCCCC3)c2)cc1	?
O=C(Cc1ccc(NC(=O)C2CCCN(C(=O)C3CC3)C2)cc1)Nc1ccc(C(=O)N2CCOCC2)cc1 (configuration not stated)	-6%
COc1ccc(Cn2cc(CN3CC(N4CCN(CCO)CC4)CS3(=O)=O)nn2)cc1 (configuration not stated)	-14%
c1ccc(C2CC3CC(c4ccccc4)N2O3)cc1 (configuration not stated)	3%
COc1ccc(-c2csc(C(C)(O)c3ccc(F)c(F)c3)n2)cc1 (configuration not stated)	?
COc1ccc2c(c1)/C(=C/c1cc(OC)c(OC)c(OC)c1)C(=O)N2	0.73µM*
CCOc1cccc(C2C(C(=O)c3ccc(C)o3)=C(O)C(=O)N2c2nnc(C)s2)c1 (configuration not stated)	-19%

# Later entries
SMILES	DT40 TDP1 no CPT
COc1ccc(NC(=O)Nc2nnc([C@@H]3C[C@H](O)[C@@H](CO)O3)s2)cc1	-5%
O=C1NC(c2cccc3ccccc23)Nc2ccc(Cl)cc21 (configuration not stated)	0.58µM*
CCCCCCCCN1C(=O)[C@H](CC(=O)NCCC(C)C)C[C@@]2(C(=O)OCC)CCCC=C12	12µM*
COc1cccc2c1C1COC3C4CC(C(=O)O)C(C(C2)N13)N4C (configuration not stated)	12µM*
CCc1ccc(NC(=O)CC(NCc2cccnc2)C(=O)O)cc1 (configuration not stated)	-8%
CCN(CCO)C(=O)c1cnn(-c2ncc3c(n2)-c2ccccc2CCC3)c1C1CC1	?
O=C1NC[C@H](Cc2ccc(O)cc2)N(C[C@@H]2CCCN2C[C@H](Cc2ccccc2)N2C[C@H](Cc3ccc(O)cc3)N(CCc3ccccc3)C(=O)C2=O)C1=O	18µM*
Cc1ccc(-c2cc3nc(NCCc4ccncc4)n(C)c(=O)c3s2)cc1	?
Cc1ccc(C)c(Nc2nc3ccccc3[nH]2)c1	-28%
Cc1ccc(S(=O)(=O)NC[C@H]2O[C@@H](n3cnc4c(N)ncnc43)[C@H](O)[C@@H]2O)cc1	5%

# (list continues)
SMILES	DT40 TDP1 no CPT
O=C(Cc1ccc(NC(=O)C2CCN(C(=O)C3CCC3)CC2)cc1)Nc1cccc(C(=O)N2CCCCC2)c1	-5%
Cc1ccc(S(=O)(=O)CCOC(=O)CNC(=O)OCc2ccccc2)cc1	-29%
C[C@H]1CN(S(=O)C(C)(C)C)[C@H](CCO)/C1=C\CCO (some centres not stated)	9%
CC(=O)Nc1ccc(-c2ccnc3c2CC(C(=O)NCCc2ccccc2)O3)cc1 (configuration not stated)	?
Clc1cccc(Cc2c(-c3cccc(Br)c3)nc3ccc(Cl)cn23)c1	?
O=C(NC(c1ccccc1)c1ccsc1)C1CCN(CCOc2ccc(Cl)cc2Cl)CC1 (configuration not stated)	?
COC(=O)[C@H]1C[C@H](OC(=O)NCc2ccccc2F)[C@@]2(O)CN(S(=O)(=O)c3ccc(C)cc3)CC2[C@H]1C(=O)OC (some centres not stated)	23µM*
CCc1noc(C)c1C(=O)N1CCCC(N2CCN(c3ccc(F)cc3)CC2)C1 (configuration not stated)	-6%
CC(C)N1C(=O)c2ccccc2NC(=O)C1C(=O)NC1CC1 (configuration not stated)	17%
O=c1ccc2nc3ccccc3sc-2c1	1.5µM*

# (continued)
SMILES	DT40 TDP1 no CPT
COC(=O)[C@@H]1C[C@@H](NC(=O)c2cccc3c(C)c(C)[nH]c23)CN1Cc1cccc2ccccc12	-24%
COc1cccc(-c2cc3c(c4c2ccn4C)C2CCC3C2)c1 (configuration not stated)	?
Cc1sc2ccccc2c1CNC[C@H]1O[C@@H](n2ccc(=O)[nH]c2=O)[C@H](O)[C@@H]1O	1%
O=C(Nc1ccccc1)c1cc(C2CCCN(C(=O)OCc3ccccc3)C2)on1 (configuration not stated)	-21%
OCCCNc1ncnc2[nH]ncc12	1%
CCN(CC)c1ccc(/C=C/c2ccccn2)cc1	0.28µM*
NC(=O)c1ccc(N=Cc2c(O)ccc3ccccc23)cc1	3%
C[C@H](CO)N1C[C@H](C)[C@@H](CN(C)C(=O)c2ccc3ccn(C)c3c2)OCc2cn(nn2)CCCC1=O	-17%
COC(=O)C1CCN(Cc2ccc3c(c2)CN(C(=O)c2ccc(-n4cnnn4)cc2)CCO3)CC1	-7%
CN1CCN(c2ccc(CNC(=O)c3ccc(-c4cnn(C)c4)c4ccoc34)cc2)CC1	?

# Further entries follow.
SMILES	DT40 TDP1 no CPT
CCC(C(=O)NC1CCCC1)n1c(-c2ccccn2)nc2ccccc21 (configuration not stated)	8.2µM*
Cc1ccc(-c2nc3ccc(Cl)cn3c2CC2CCCCC2)cc1	?
CN1OC[C@@H]2CN(Cc3ccccc3)[C@H](c3cccc(N4CCOCC4)c3)C[C@@H]21	6%
O=C(NCc1ccccc1)C1=C[C@H](c2ccc(C(F)(F)F)cc2)C[C@H](OCCCCO)O1	?
CCC(CC)CN1CCC(CN2C(=O)C(=O)NC[C@@H]2[C@@H](C)CC)CC1	-2%
CC1CN(Cc2cccn2-c2ncccn2)Cc2cc(Cl)ccc2O1 (configuration not stated)	?
CC(C)(C)S(=O)(=O)N1C[C@@H]2CC/C=C\C/C(c3ccccc3)=C\2[C@H]1CCO	?
O=C(CCC(=O)OCC(=O)c1ccc(Cl)cc1)Nc1ccc(Oc2ccccc2)cc1	-10%
COc1cccc(C(NC(C)=O)c2nc(-c3cccc4cccnc34)cs2)c1 (configuration not stated)	?
O=C(O)C(c1ccccc1)C1(O)CC2CCC1C2 (configuration not stated)	8%

# By substructure, those above containing a tert-butyl group
SMILES	DT40 TDP1 no CPT
C[C@H]1CN(S(=O)C(C)(C)C)[C@H](CCO)/C1=C\CCO (some centres not stated)	9%
CC(C)(C)S(=O)(=O)N1C[C@@H]2CC/C=C\C/C(c3ccccc3)=C\2[C@H]1CCO	?

# (next part)
SMILES	DT40 TDP1 no CPT
O=c1cc(SCc2ccccc2)nc[nH]1	-14%
O=[N+]([O-])c1cccc(CON=Cc2cc(Cl)ccc2O)c1	?
O=C(O)C(Cc1ccc(OS(=O)(=O)Cc2ccccc2)cc1)NS(=O)(=O)Cc1ccccc1 (configuration not stated)	-6%
Cc1ccc(C)c(N2N=C(C(=O)OCc3nnc(-c4ccccc4Br)o3)CCC2=O)c1	-3%
O=C1Nc2ccccc2-c2nnnn2C1N1CCCCC1 (configuration not stated)	-11%
Cc1onc(-c2c(F)cccc2Cl)c1C(=O)Nc1cccc(S(=O)(=O)N2CCCCC2)c1	?
CC(=O)Nc1cc2c3c(cccc3c1)-c1ccccc1-2	-4%
Cc1c(C(=O)NNC(=O)c2ccccc2O)oc2ccccc12	?
Cc1cnc(-n2ncc(C(=O)NCCN3CCOCC3)c2C2CC2)nc1-c1cccs1	-22%
CCN(CC)CCNC(=O)C(Cl)=C1C(Cl)=C(Cl)C(Cl)=C1Cl	16µM*

# (further entries)
SMILES	DT40 TDP1 no CPT
COC(=O)c1ccccc1NC(=O)CSc1nc2ccsc2c(=O)n1Cc1ccc(C(=O)O)cc1	-19%
CCc1nc2ccc(C(=O)N(CC)CCN(C)C)cn2c1N(C)C(=O)c1cccc(OC)c1	0%
O=C1NC(=O)C2(CCCC2C(=O)O)N1 (configuration not stated)	0%
CN1OC[C@@H]2CN(S(=O)(=O)c3cc(Cl)cc(Cl)c3)[C@H](c3ccc(-c4ccc(C#N)cc4)cc3)C[C@@H]21	21µM*
C[C@@H]1CCCCO[C@H](CN(C)C(=O)c2ccccc2)[C@@H](C)CN([C@H](C)CO)C(=O)c2cc(NC(=O)c3ccncc3)ccc2O1	12%
NS(=O)(=O)c1ccc(CCNC(=O)/C=C/c2ccc(S(=O)(=O)N3CCOCC3)cc2)cc1	4%
CN(C)c1ccc(/C=C/c2ccc3ccccc3[n+]2[O-])cc1	13µM*
CC1(C(=O)NCCC(F)(F)F)Cc2c(-c3ccccc3)ccnc2O1 (configuration not stated)	5.8µM*
Cc1ccc(CN2CCc3nnc(C(NC(=O)c4ccoc4)C(C)C)n3CC2)cc1C (configuration not stated)	-9%
CCOC(=O)CCCCCC(=O)Nc1ccc2c(c1)C(=O)N([C@@H](C)CO)C[C@H](C)[C@H](CN(C)C(=O)Nc1ccc(C(F)(F)F)cc1)OCCCC[C@H](C)O2	-14%

# Additional results:
SMILES	DT40 TDP1 no CPT
CC(=O)Nc1cc2c(cc1[N+](=O)[O-])-c1ccccc1C2O (configuration not stated)	12µM*
O=C(Nc1ccc(Br)cn1)c1ccc2nccnc2c1	18µM*
O=C(Nc1cccnc1Cl)c1cnn2c1NC(=C1CC1)C=C2C(F)F	8.9µM*
CCOC(=O)C1Nc2ccc(OC(F)(F)F)cc2C2C=CCC12 (configuration not stated)	?
O=CNc1ccc2c(c1)Cc1cc([N+](=O)[O-])ccc1-2	13µM*
COc1cccc(-c2ncc3ccccc3c2COC(=O)c2ccc(C(F)(F)F)cc2)c1	?
Cc1cccc(C(=O)NC(C(=O)Nc2ccc(S(=O)(=O)Nc3nccs3)cc2)C(C)C)c1 (configuration not stated)	-3%
C(=Cc1cnnc2ccccc12)c1ccccc1	?
Cc1noc(C)c1NC(=O)Nc1ccc2c(c1)C(=O)N([C@@H](C)CO)C[C@@H](C)[C@H](CN(C)C(=O)Nc1cccc3ccccc13)OCCCC[C@H](C)O2	?
CCCCN1CC[C@H]2C=CC[C@@H](C(=O)Nc3ccc(OC)cc3)[C@H]2C1=O	?

# (continued)
SMILES	DT40 TDP1 no CPT
CC(=O)Nc1ccc(CN(C)c2c(C)nc3ccc(C(=O)N4CCN(C(C)=O)CC4)cn23)cc1	26%
Clc1ccc(-c2ccnc3nc(N4CCOCC4)nn23)c(Cl)c1	-3%
CC1(C(=O)Nc2cccnc2)Cc2c(-c3ccccc3)ccnc2O1 (configuration not stated)	?
OC(c1cccnc1)c1nc(/C=C/c2ccc(C(F)(F)F)cc2)cs1 (configuration not stated)	2.6µM*
COc1cc(C=NNC(=O)C(=O)Nc2cccc(Cl)c2)cc(OC)c1O	-24%
CCN1C(=O)CCN(C2CCCC2)c2nc(Nc3ccc(C(=O)NC4CCN(C)CC4)cc3OC)ncc21	7.3µM*
O=C(Nc1ccc2c(c1)OCCO2)C1c2ccccc2OCC(=O)N1CCc1ccccc1 (configuration not stated)	-2%
COc1ccc(CCNC(=O)c2cnn(-c3nccc(-c4ccco4)n3)c2C)cc1	-21%
CN(Cc1ccccc1)C(=O)c1ccc(NC(=O)Cc2ccc(NC(=O)C3CCN(C(=O)CCc4ccccc4)CC3)cc2)cc1	10µM*
O=C([C@@H]1CC=C[C@@H]2CCN(C3CCCCC3)C(=O)[C@@H]21)N1CCOCC1	-9%
NC(N)=NN=Cc1ccnc2ccccc12	?

# These rows are one share of the data; rates above refer to the full screens.
